Tb hexokinase: blocks Trypanosoma brucei hexokinase 1 activity. recombinant TbHK1, G6PDH-coupled NADH A340. inhibition, % at 10 µM. actives 0.11% (n = 220,000). AID 1430;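 active means inhibition of 50% or more in the single-dose primary screen; inactive means inhibition below 50%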
PPC-1+TRAIL kill: compounds killing PPC-1 cancer cells with TRAIL present (potentiator screen, no TRAIL-free arm). cell killing (% activity), % at 4 µM. actives 0.41% (n = 220,000). PPC-1 cells + TRAIL, ATPLite viability luminescence;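 active means cell killing above 50% in the first pass at 4 µM, then a duplicate retest at 5 µM averaging 50% or more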;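 further: plate controls were cells with TRAIL plus DMSO for no effect and medium-only wells lacking cells for full effect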
EBV gp42 block: inhibitors of Epstein-Barr virus glycoprotein 42 | Q1HVG2 | Fluorescence polarization binding assay, mP read-out | inhibition, % (tested at 21.74 µM) | actives 0.42% (n = 220,000) | AID 1085; in the data active means inhibition above about 50%
TRPML3 ag: agonists of human TRPML3 channel | Q8TDD5 | HEK293 TRPML3-YFP, Fluo-8 calcium fluorescence; 100% = the carbachol control signal | activation, % at 3 µM | actives 0.29% (n = 220,000) | AID 1448;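 active means activation above its plate's cutoff, the mean activation of the plate's test wells plus 3 SD, cut at about 12% in these data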;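 further: 0% = DMSO only wells and 100% = carbachol wells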
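system = HEK293 cells stably carrying human TRPML3-YFP | doses = one concentration, 3 µM nominal, 0.3% DMSO | timing = dye loading 1 h 37 °C then 30 min ambient, 125 s read | detection = Fluo-8 calcium dye fluorescence, ex 470-495, em 515-575 nm | benchmarks = high control carbachol 87 µM, low control DMSO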
zfTRPN1 agonist: activates the zebrafish TRPN1 channel; AID 1424; HEK293 zebrafish TRPN1-YFP, Fluo-8 calcium fluorescence; 100% = response to 87 µM carbachol; actives 0.18% (n = 220,000); activation, % at 3 µM;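 active means activation above its plate's cutoff, the mean activation of test wells on that plate plus 3 SD, cut at about 19% in these data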;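 further: 0% = DMSO alone and 100% = 87 µM carbachol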
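Material: zebrafish TRPN1-YFP in HEK293 cells. Doses: one dose of 3 µM, 0.3% DMSO. Incubation: dye 1 h 37 °C plus 30 min RT. Measured by: intracellular calcium fluorescence with Fluo-8.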
m-calpain inh: blocks pig calpain II enzyme activity; purified calpain II, fluorogenic peptide substrate, 30 min; inhibition, % at 16 µM; actives 0.37% (n = 220,000); AID 1236;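 active means inhibition above about 50%, limit read from the data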
KCC2 mod: KCC2 (human) Cl- transport modulation | KCC2 cells, thallium flux FluoZin-2 fluorescence | AID 1456 | Q9H2X9 | actives 2.2% (n = 190,000) | B-score of Tl+ flux slope (higher = more flux/activation; lower = inhibition) at 10 µM;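 active means thallium flux slope and its plate-corrected score both differing from the plate sample mean at a set confidence after two filtering rounds, in either direction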;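 further: slope of fluorescence scaled to starting intensity during 10 to 20 s after thallium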
Target sequence (Q9H2X9 whole entry, looked up): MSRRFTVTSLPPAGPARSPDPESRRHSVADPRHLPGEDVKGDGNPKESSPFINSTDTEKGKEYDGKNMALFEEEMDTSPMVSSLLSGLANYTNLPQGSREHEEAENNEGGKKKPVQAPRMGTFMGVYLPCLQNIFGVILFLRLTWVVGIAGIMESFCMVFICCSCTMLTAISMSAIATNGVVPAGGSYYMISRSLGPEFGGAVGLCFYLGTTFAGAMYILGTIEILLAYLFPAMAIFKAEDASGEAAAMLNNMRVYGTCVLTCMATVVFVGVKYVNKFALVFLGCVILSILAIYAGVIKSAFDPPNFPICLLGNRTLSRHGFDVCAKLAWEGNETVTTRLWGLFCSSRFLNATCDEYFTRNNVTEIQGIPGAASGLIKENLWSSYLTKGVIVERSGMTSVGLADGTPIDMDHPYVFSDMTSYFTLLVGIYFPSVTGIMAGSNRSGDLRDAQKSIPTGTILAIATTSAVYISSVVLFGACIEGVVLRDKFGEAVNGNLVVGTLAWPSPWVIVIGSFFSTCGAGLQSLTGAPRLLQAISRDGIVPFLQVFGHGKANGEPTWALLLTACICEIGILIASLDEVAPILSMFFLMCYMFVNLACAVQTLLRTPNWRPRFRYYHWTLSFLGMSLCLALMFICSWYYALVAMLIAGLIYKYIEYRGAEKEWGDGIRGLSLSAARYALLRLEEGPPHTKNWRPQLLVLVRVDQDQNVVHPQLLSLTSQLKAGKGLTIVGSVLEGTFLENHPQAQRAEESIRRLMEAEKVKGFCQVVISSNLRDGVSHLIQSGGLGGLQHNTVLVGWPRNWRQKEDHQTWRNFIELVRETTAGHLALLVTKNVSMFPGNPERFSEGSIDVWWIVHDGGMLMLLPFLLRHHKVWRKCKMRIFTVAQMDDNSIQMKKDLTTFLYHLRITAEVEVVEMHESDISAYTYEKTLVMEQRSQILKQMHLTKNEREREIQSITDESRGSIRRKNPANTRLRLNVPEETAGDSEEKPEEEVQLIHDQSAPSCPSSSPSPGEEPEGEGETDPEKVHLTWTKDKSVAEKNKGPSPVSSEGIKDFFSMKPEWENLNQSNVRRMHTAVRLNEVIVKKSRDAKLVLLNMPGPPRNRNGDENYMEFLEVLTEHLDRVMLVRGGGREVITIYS
Thrombin inh: inhibitors of human thrombin | P00734 | alpha-thrombin, Boc-VPR-AMC fluorogenic substrate cleavage | inhibition, % at 5 µM | actives 0.26% (n = 220,000);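 active means inhibition at or above 40%; inactive means inhibition below 40%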;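 further: 0% = enzyme with no compound and 100% = wells without enzyme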
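Material: human alpha-thrombin protein. Incubation: reaction at ambient temperature. Technique: fluorescence of released AMC, ex 355 nm, em 460 nm. Control set: no-compound enzyme wells and no-enzyme blanks. Also added: Boc-VPR-AMC substrate, 15 µM final. Buffer or medium: pH 7.5 Tris (50 mM) with NaCl 150 mM, Tween 20 0.05%.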
Furin inh: blocks human furin protease activity | actives 0.061% (n = 220,000) | inhibition, % at 30 µM | purified furin, fluorogenic substrate cleavage; in the data active means inhibition above about 25%; further: inactives centre near -15
The depositor's hits bear a star; / = not tested or not shown; [ ] = another dose, or the depositor's remark.

SMILES	Tb hexokinase	PPC-1+TRAIL kill	EBV gp42 block	TRPML3 ag	zfTRPN1 agonist	m-calpain inh	KCC2 mod	Thrombin inh	Furin inh
Cc1ccc2cc(CN(CCCN3CCOCC3)C(c3nnnn3Cc3ccco3)C(C)C)c(=O)[nH]c2c1C (stereo not drawn)	-22.2	/	/	0.6	-0.9	/	-0.919	/	-10.4[20 µM]
O=C(NC(Cc1c[nH]c2ccccc12)c1nnc2n1CCCCC2)c1ccccc1 (stereo not drawn)	-3.0	35.5	-16.1	0.6	0.1	6.7	0.329	-6.6	-5.0[20 µM]
Cc1ccc(-c2nc(CN(Cc3cnn(C)c3)C(C)C)c(C)o2)o1	-11.0	4.0	-1.7	0.5	1.8	-18.6	0.0801	-7.0	-11.3
CCCNC(=O)Nc1cc(S(=O)(=O)CC)ccc1O	10.3	-10.8	-8.3	0.3	0.2	-5.1	0.241	-2.7	-24.9
COc1ccc2oc(C(F)(F)C(F)(F)F)cc(=O)c2c1	1.0	3.5	-8.8	0.2	1.4	8.6	0.621	2.1	-13.4[20 µM]
Nc1c(C(=O)c2ccc(Br)s2)oc2ccccc12	-9.6	-9.3	-17.8	-0.4	0.3	7.3	/	-0.2	-20.3
Cc1cccc(-c2c3c(=O)n(C)c(=O)n(C)c3c3nnc4ccccc4n23)c1	-0.6	/	/	0.6	-1.3	/	/	/	10.2[20 µM]
CC1(C)CC(=O)c2cnc(NC(=O)Cc3ccc(Cl)cc3)nc2C1	0.2	-8.6	-1.4	-0.2	-1.1	36.4	-0.363	36.4	-22.3[20 µM]
CC(=O)c1ccc(NC(=S)NC(C)CCc2ccccc2)cc1 (stereo not drawn)	-11.4	5.3	1.8	4.6	7.7	5.1	-0.65	-3.4	-30.6
Cc1ccc(OCC(=O)N(Cc2cccs2)C2CCS(=O)(=O)C2)cc1C (stereo not drawn)	-10.1	3.8	-2.7	-0.4	1.1	35.1	-0.0767	-3.5	-3.8
O=C(NCC1CCCO1)C1CCCN1C(=O)Nc1ccc(Cl)cc1 (stereo not drawn)	0.7	8.1	-14.7	0.5	-0.8	-11.5	0.712	-2.5	-30.2
CCOC(=O)CC1(c2ccc(OC)c(OC)c2)C(=O)c2ccccc2C1=O	-13.9	-4.5	-8.3	0.5	-0.7	-5.2	-0.497	-10.4	-17.9
Cc1cc(Cl)ccc1OCC(=O)N/N=C1\CCCc2ccccc21	-1.2	6.0	-14.7	0.6	0.7	11.1	-0.556	0.5	-13.4[20 µM]
Cc1cc(Br)ccc1OCCCCNCCO	3.8	-4.2	-12.9	1.6	1.4	-32.8	0.023	-3.2	-16.5
O=C(O)C1C2CCC(O2)C1C(=O)Nc1ccc(F)cc1 (stereo not drawn)	-4.8	22.8	-4.9	0.6	0.3	-16.2	0.122	0.9	-14.5
c1ccc(CN(Cc2ccccc2)c2nn[nH]n2)cc1	0.5	6.3	-4.5	1.0	1.5	-18.0	/	-1.2	-15.7
Cc1ccc2c(c1)N(CCCC(=O)NCC1COc3ccccc3O1)C(=O)CO2 (stereo not drawn)	29.2	4.8	-11.2	-0.3	0.9	-21.2	-0.645	-6.3	-5.2
COc1ccc(-c2cc(-c3ccc(OC)c(OC)c3)n[nH]2)c(O)c1	-16.4	14.9	12.0	0.4	-0.8	10.9	0.0314	-0.7	-10.4[20 µM]
COC(=O)c1ccc(SCC(=O)NC2CCCC2)c([N+](=O)[O-])c1	33.7	-5.5	-5.5	-0.9	-0.8	27.3	0.29	0.3	1.4
CNc1nnc(-c2ccc(C)cc2)c2ccccc12	-2.9	20.8	-11.7	-0.3	-2.0	18.1	-1.78	-8.1	-12.5

The closing 3 compounds of the part above come first, to join the parts:
SMILES	Tb hexokinase	PPC-1+TRAIL kill	EBV gp42 block	TRPML3 ag	zfTRPN1 agonist	m-calpain inh	KCC2 mod	Thrombin inh	Furin inh
COc1ccc(-c2cc(-c3ccc(OC)c(OC)c3)n[nH]2)c(O)c1	-16.4	14.9	12.0	0.4	-0.8	10.9	0.0314	-0.7	-10.4[20 µM]
COC(=O)c1ccc(SCC(=O)NC2CCCC2)c([N+](=O)[O-])c1	33.7	-5.5	-5.5	-0.9	-0.8	27.3	0.29	0.3	1.4
CNc1nnc(-c2ccc(C)cc2)c2ccccc12	-2.9	20.8	-11.7	-0.3	-2.0	18.1	-1.78	-8.1	-12.5
CCN(CC(=O)NC(C)(C)C)C(=O)C(c1ccccc1)c1ccccc1	4.9	-25.6	-1.5	0.4	-0.6	19.0	-0.788	-7.4	-18.4
Cc1ccc(/C=C2\S/C(=N/S(=O)(=O)c3cccs3)NC2=O)cc1	-1.3	2.4	-4.2	0.5	-1.2	16.3	5.66*	-1.9	-8.2
CCC(c1nc2ccccc2c(=O)n1CCCn1ccnc1)N1C(=O)c2ccccc2C1=O (stereo not drawn)	-5.9	-7.0	-5.1	0.2	-0.9	0.7	-0.198	-3.8	-13.3[20 µM]
Cc1ccc(C(=O)Nc2ccc3c(c2)OCO3)cc1S(=O)(=O)N1CCCC1	0.5	19.1	0.8	1.3	1.1	-20.1	/	-4.8	-15.0[20 µM]
Cc1ccc(NC(=O)C(=Cc2ccc(C(=O)O)cc2)C(=O)Nc2ccc(C)cc2C)c(C)c1	-0.7	24.1	-7.0	0.5	0.5	-6.7	-0.0331	-1.1	-18.2
Fc1cccc(/C=N/NC(=S)Nc2ccccc2Cl)c1	-15.4	31.7	-4.0	0.9	0.9	9.3	40.7*	-2.3	-15.1
COC(=O)c1ccc(NC(=O)Nc2cccc(F)c2)cc1	-11.5	15.1	-6.2	9.7	19.4*	-6.8	0.115	0.2	-27.2
NC1=C(c2ccc([N+](=O)[O-])cc2)C(=O)CO1	15.2	35.0	-6.0	0.7	2.1	3.0	0.547	-8.0	-14.9
Fc1ccccc1/C=C1\CCCC2=C1Nc1ncnn1C2c1ccccc1F (stereo not drawn)	-13.3	1.7	1.1	0.9	0.7	-5.3	-0.138	-23.4	-11.8[20 µM]
CCCN(CCC)C1=CC(=[N+]2CCCC2)CC(C)(C)C1	-229.0	38.8	-17.0	0.3	0.5	2.7	0.982	-2.8	-8.0
O=C(Nc1nc(-c2cccs2)cs1)c1ccc(S(=O)(=O)N2CCCCC2)cc1	-5.8	5.0	-13.5	2.3	1.0	-77.1	/	16.8	-19.4
CCOC(=O)CSc1ncnc2c1cnn2-c1ccccc1	-4.2	17.6	4.1	0.2	0.1	31.5	/	-5.9	-19.4
Cc1cc(C(=O)COC(=O)c2csc3c2CCCC3)c(C)n1C	2.3	14.4	-8.8	0.2	0.7	-18.1	/	4.1	-29.5
CCSC1=NCCN1S(=O)(=O)c1ccc(NC(C)=O)cc1	-4.2	-5.5	-12.6	0.5	0.6	-26.9	0.282	-1.7	-29.8
Cc1ccc(S(=O)(=O)N2CCOCC2)cc1C(=O)NC(=S)N1CC(C)OC(C)C1 (stereo not drawn)	-10.0	-7.9	-2.4	-0.6	-0.1	-23.0	0.53	-1.4	-21.8
COc1cc(C)ccc1OCCOc1c(C)cccc1Cl	5.3	-3.4	-2.2	0.0	-1.4	-6.9	0.0872	-8.8	-5.0[20 µM]
C/C(=C\C(=O)c1ccncc1)Nc1ccccc1O	-21.1	-15.4	-2.6	0.8	0.7	1.1	19.4*	3.3	-11.3
Cc1ccc(NC(=O)c2oc3ccccc3c2NC(=O)C2CCCO2)cc1C (stereo not drawn)	-11.0	29.9	-7.1	-0.4	-0.7	16.3	/	1.7	-22.5
CCC(CC)C(=O)Nc1cccc(/C(C)=N/NC(=O)c2ccccc2Cl)c1	-3.4	23.5	3.0	0.5	0.1	9.1	-0.071	34.7	-17.0[20 µM]
CC1CCN(CC(=O)Nc2sc3c(c2C#N)CCC3)CC1	-17.8	6.2	-2.7	0.1	-1.6	-13.7	-0.28	3.0	0.3

Some entries already given, limited to Furin inh, Thrombin inh and PPC-1+TRAIL kill.
SMILES | Furin inh | Thrombin inh | PPC-1+TRAIL kill
CCCN(CCC)C1=CC(=[N+]2CCCC2)CC(C)(C)C1 | -8.0 | -2.8 | 38.8
O=C(Nc1nc(-c2cccs2)cs1)c1ccc(S(=O)(=O)N2CCCCC2)cc1 | -19.4 | 16.8 | 5.0

Further results follow:
SMILES	Tb hexokinase	PPC-1+TRAIL kill	EBV gp42 block	TRPML3 ag	zfTRPN1 agonist	m-calpain inh	KCC2 mod	Thrombin inh	Furin inh
CC(C(=O)OCC(=O)c1ccc([N+](=O)[O-])cc1)N1C(=O)C2C3CCC(C3)C2C1=O (stereo not drawn)	-5.7	38.4	0.1	-0.4	1.2	-13.4	0.042	-5.5	-12.1
CN(C)C(/C=C/Nc1ccc(O)cc1)=C(C#N)C#N	-27.2	10.6	-12.6	0.6	0.1	-26.8	1.87	-2.0	-36.4
Cc1ccc(CN(Cc2ccco2)C(=S)NCC(=O)NCc2cccnc2)cc1	3.4	-4.3	-5.5	0.9	0.4	6.1	-1.33	13.3	-20.2
Fc1ccc(Nc2ncnc3sc4c(c23)CCC4)cc1F	-2.9	22.8	3.9	-0.4	0.0	-6.5	-1.08	-11.9	-17.1
CC(C)C(=O)Nc1nnn(C)n1	-16.0	-25.3	-0.5	0.1	1.2	10.2	/	11.2	-16.7
O=C(CSc1nnc(Cc2ccccc2)o1)NCCc1ccccc1	5.2	11.6	-21.1	-0.3	0.9	-9.8	/	0.7	-32.4[20 µM]
CCN1CCN(Cc2ccc(NC(=O)c3ccc(C)c(NC(=O)c4ccnnc4)c3)cc2C(F)(F)F)CC1	-2.3	0.1	-9.2	/	/	-13.5	1.14	-3.9	-27.1
O=C(Cc1cccs1)Nc1ccccc1C(=O)O	33.6	1.0	-16.1	0.5	0.4	-6.4	0.459	0.8	5.7[20 µM]
CCOC(=O)c1[nH]c(Cc2[nH]c(C(=O)OCC)c(C)c2CCC(=O)OC)c(CCC(=O)OC)c1C	9.3	17.8	-10.6	-1.1	-2.8	-6.3	-0.812	-17.9	-25.3
Cc1ccccc1-n1nnnc1SCCCC(=O)c1ccc(F)cc1	-3.9	15.6	-12.1	0.0	-1.2	17.1	-1.85	-6.5	-12.6
CCCCN1CC(O)=C(c2nc3ccccc3s2)C1=N	-18.5	9.1	7.9	0.0	0.8	13.5	-1.81	-3.8	-10.1
COc1ccc(NC(=O)c2oc3ccccc3c2NC(=O)COc2ccccc2OC)c(OC)c1	-21.4	19.1	6.0	1.2	0.5	-424.8	/	0.3	-19.5
CCOC(=O)CN(C(=O)COc1ccc2c(C)cc(=O)oc2c1)c1ccc(OCC)cc1	-4.3	13.9	-10.7	0.6	0.4	-14.4	-0.0553	-7.7	-21.2
CCOC(=O)CC(=O)CSc1nc2c(cc1C#N)CCCCC2	-10.6	1.9	-16.3	1.1	0.2	-271.1	-0.229	1.4	-16.5
COC(=O)c1sccc1NC(=O)C12CC3CC(CC(C3)C1)C2	-7.5	/	/	0.8	1.4	/	-0.465	/	21.6[20 µM]
Cc1ccc([N+](=O)[O-])c(OCCN2CCC(Cc3ccccc3)CC2)c1	-1.6	15.8	0.5	1.4	0.8	-0.9	-2.26	-2.7	-24.8
CCOC(=O)Cc1csc(NC(=O)CC)n1	-1.0	-6.0	-7.2	0.6	0.6	-10.9	0.321	4.4	-18.4

Source: PubChem BioAssay (several laboratories)
